Compound activity deposited in PubChem BioAssay by several laboratories.
KCNQ1 pot: human KCNQ1 channel potentiation or activation; P51787; AID 2648; B-score at 10 µM; actives 0.35% (n = 310,000); CHO-K1 KCNQ1, thallium flux FluxOR fluorescence; hits give high values;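 active = fluorescence ratio B-score, a plate-corrected score, at least three library SD, with initial intensity B-score within 5 SD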
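assay system = KCNQ1-transfected CHO-K1 cells | medium = assay buffer with matched DMSO | probe or stimulus = depolarizing K+/Tl+ stimulus, K2SO4 and Tl2SO4 each 12.5 mM in 5x stock | dosing = single dose | incubation = dye 90 min, compound 20 min, room temperature | detection = kinetic FluxOR fluorescence, 10 s baseline plus 110 s post-stimulus | evaluation = ratio B score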
hERG rescue: compounds protecting human hERG from proarrhythmic drug block. CHO-hERG, FluxOR thallium flux, dofetilide IC70 present. activation (rescue from dofetilide block), less the hit threshold, % at 10 µM. actives 0.51% (n = 310,000). AID 1511;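 active = activation above the mean of controls blocked by dofetilide plus 5 SD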;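 note: thallium influx through hERG after potassium depolarization seen as dye fluorescence rise; in these data hits start at about 4.7%; inactives centre near -7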
KCNK9 inh: blocks the human KCNK9 two-pore domain potassium channel; Q9NPC2; HEK293 KCNK9, FluxOR thallium flux fluorescence; hits give low values; B-score at 10 µM; actives 1.2% (n = 310,000);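 active = ratio B-score over 3 SD below the library mean, with starting fluorescence within 5 SD of its mean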;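 note: negative B-score means less thallium flux so channel inhibition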
KCNQ1 inh: blocks the human KCNQ1 potassium channel | actives 1.3% (n = 310,000) | B-score at 10 µM | CHO-K1 KCNQ1, FluxOR thallium flux fluorescence; hits give high values | P51787;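 active = compounds whose thallium flux B-score, printed positive for inhibition, exceeds three library SD while starting fluorescence stays within three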;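 note: channel opened by potassium depolarization with thallium stimulus after 20 min compound exposure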
TMEM16A act: activates or potentiates the mouse TMEM16A chloride channel; Q8BHY3; HEK293 TMEM16A/YFP-H148Q/I152L, iodide quench fluorescence; hits give low values; B-score at 10 µM; actives 0.3% (n = 340,000);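 active = fluorescence-ratio B-score plate-corrected deviation score at least 3 library SD below zero, with starting fluorescence score within 5 deviations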;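 note: channel opened by trigger with iodide after compound preincubation; score built on the fluorescence ratio of max minus min over baseline; more negative score means more quench and so TMEM16A activation or potentiation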
Target sequence (Q8BHY3 whole entry, looked up): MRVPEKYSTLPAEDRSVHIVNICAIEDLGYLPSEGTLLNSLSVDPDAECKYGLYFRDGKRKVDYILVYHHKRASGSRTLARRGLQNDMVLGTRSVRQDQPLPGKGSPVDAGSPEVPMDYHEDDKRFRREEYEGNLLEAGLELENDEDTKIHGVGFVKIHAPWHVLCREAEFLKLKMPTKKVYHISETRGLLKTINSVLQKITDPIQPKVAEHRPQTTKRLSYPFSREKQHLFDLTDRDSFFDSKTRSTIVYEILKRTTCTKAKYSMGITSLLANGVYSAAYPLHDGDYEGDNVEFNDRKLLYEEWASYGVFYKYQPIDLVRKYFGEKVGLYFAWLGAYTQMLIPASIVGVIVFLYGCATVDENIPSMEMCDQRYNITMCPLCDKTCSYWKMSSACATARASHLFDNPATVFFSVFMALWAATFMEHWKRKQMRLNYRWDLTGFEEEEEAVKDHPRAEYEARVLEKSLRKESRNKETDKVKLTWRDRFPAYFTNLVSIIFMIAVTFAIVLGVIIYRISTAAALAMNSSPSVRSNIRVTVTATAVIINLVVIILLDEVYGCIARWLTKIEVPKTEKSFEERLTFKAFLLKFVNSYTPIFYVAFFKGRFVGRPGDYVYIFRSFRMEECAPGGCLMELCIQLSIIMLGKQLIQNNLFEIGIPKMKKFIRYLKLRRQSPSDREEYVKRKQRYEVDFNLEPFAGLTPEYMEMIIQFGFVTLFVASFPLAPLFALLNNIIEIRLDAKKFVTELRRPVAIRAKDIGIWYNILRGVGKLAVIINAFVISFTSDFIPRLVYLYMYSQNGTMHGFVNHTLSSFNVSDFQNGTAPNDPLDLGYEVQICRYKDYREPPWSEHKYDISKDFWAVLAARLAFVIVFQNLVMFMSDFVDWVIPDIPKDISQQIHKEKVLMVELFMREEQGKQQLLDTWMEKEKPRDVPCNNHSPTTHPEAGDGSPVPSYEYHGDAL
KCNK3 block: human KCNK3 channel inhibition, primary screen. O14649. CHO-KCNK3 thallium flux, FluxOR fluorescence; hits give low values. B-score at 10 µM. actives 0.84% (n = 340,000). AID 602410;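 active = B-score under library mean minus 4 SD, starting fluorescence ratio at most library mean plus 5 SD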;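 note: more negative B-score means stronger inhibition of thallium flux through KCNK3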
TRPC4 potent: TRPC4 (mouse) allosteric potentiation; actives 0.42% (n = 310,000); AID 2227; B-score at 10 µM; HEK293 TRPC4beta/mu-opioid, DAMGO EC20, Fluo-4 Ca2+ flux; hits give high values;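 active = B-score of calcium response area above 5 SD of library B-scores, with initial fluorescence ratio within 5 SD of library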;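 note: B-score of integrated fluorescence ratio over time as area under calcium response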
HDAC3 inhib: human HDAC3 inhibition | O15379 | recombinant HDAC3, fluorogenic peptide/trypsin coupled, fluorescence | inhibition, % at 8.3 µM | actives 0.15% (n = 320,000) | AID 2718; in the data active = inhibition above about 26%, passing the limit was not always enough
ANO1 block: mouse TMEM16A channel inhibition, primary screen; Q8BHY3; HEK293 TMEM16A/YFP iodide influx fluorescence, ionomycin; normalized B-score (activity score, 25-100; higher = stronger inhibition) at 10 µM; actives 1.2% (n = 310,000); AID 588511;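 active = ratio plate-corrected score three or more library SD toward inhibition, starting fluorescence score within five deviations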;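 note: score derived from kinetic fluorescence span divided by baseline fluorescence per well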
Dyrk1A ADPGlo: blocks rat Dyrk1A kinase activity. ADP-Glo luminescence, NFATc1 peptide. Q63470. AID 504441. actives 0.43% (n = 310,000). inhibition, % at 12.5 µM; in the data active = inhibition above about 50%;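 note: plate controls were vehicle with enzyme for no effect and no enzyme for full effect; many of its hits are not listed in these tables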
TRPC4 act: opens the mouse TRPC4 cation channel. Q9QUQ5. HEK293 TRPC4beta/mu-opioid, Fluo4 calcium fluorescence; hits give high values. B-score at 10 µM. actives 0.49% (n = 310,000). AID 2237;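 active = B-score above 5 SD of library B-scores, and initial fluorescence ratio not above library mean plus 5 SD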;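 note: positive B-score marks a calcium rise read as TRPC4 activation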
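Assay system: HEK293 stable line with TRPC4beta plus mu-opioid receptor. Times: dye 45 min RT, read 110 s. Measured by: kinetic Fluo4 calcium fluorescence. Measure: B score of integrated ratio. Controls: assay buffer as low control, maximal DAMGO as high control.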
* hit, by the source's call; i = inactive; nt = no result given. The list is partial. The share of hits here may be higher or lower than overall.

Each structure is followed by: KCNQ1 pot	hERG rescue	KCNK9 inh	KCNQ1 inh	TMEM16A act	KCNK3 block	TRPC4 potent	HDAC3 inhib	ANO1 block	Dyrk1A ADPGlo	TRPC4 act
> Cc1oc(-c2ccccc2F)nc1CS(=O)(=O)CC(=O)N1CCCCCC1
    i	-8	i	i	i	i	i	-4	i	4	i
> O=C(CCC1CCN(Cc2ccc(C#CCCO)cc2)CC1)NC1CC1
    i	-4	i	i	i	i	i	-2	i	-3	i
> COc1ccccc1CNC(=O)C1CCC(CNc2c(N3CCCCC3)c(=O)c2=O)CC1 (stereo not given)
    i	-6	i	i	i	i	i	5	i	-1	i
> COc1cccc(C(=O)/C=C/Nc2ccc(S(=O)(=O)Nc3cnc4ccccc4n3)cc2)c1
    i	-2	i	i	i	i	i	0	i	-3	i
> Cc1cccn2c(=O)nc(SCC(=O)N3CCCCCC3)nc12
    i	-15	i	i	i	i	i	2	i	0	i
> Cn1c(/C=C/c2ccc([N+](=O)[O-])o2)nc2ccccc2c1=O
    i	-14	i	i	i	i	i	7	i	-3	i
> O=C(CNS(=O)(=O)c1ccccc1)OCC(=O)c1ccccc1Cl
    i	-14	i	i	i	i	i	1	i	-8	i
> Cc1c(NC(=O)c2csc3c2CCCC3)c(=O)n(-c2ccccc2)n1C
    i	-3	i	i	i	i	i	-7	i	8	i
> CCn1c(SCC(=O)Nc2ccc3c(c2)OCCO3)nnc1-c1ccccn1
    i	-11	i	i	i	i	i	2	i	0	i
> CCc1cccc(Nc2c3c(nc4ncnn24)CCC3)c1
    i	-8	i	i	i	i	i	-1	i	-5	i
> Cc1ccc2c(CC(=O)NNC(=O)c3ccncc3)coc2c1
    i	-4	i	i	i	i	i	2	i	10	i
> CSc1nc(C)c(CCOC(=O)c2ccccc2)c(=O)[nH]1
    i	-7	i	i	i	i	i	10	i	4	i
> COc1ccccc1N(CC(=O)NC(C)(C)C)S(=O)(=O)c1cccs1
    i	-3	i	i	i	i	i	nt	i	7	i
> CC(=O)c1ccc(NC(=O)C(C)Nc2ccc(Cl)cc2)cc1 (stereo not given)
    i	-10	i	i	i	i	i	-2	i	nt	i
> CC1(C)C[C@H](O)[C@]2(CO)CC[C@]3(C)C(=CCC4[C@@]5(C)CC[C@H](O)C(C)(C)C5CC[C@]43C)[C@@H]2C1 (stereo not given in full)
    nt	nt	nt	nt	i	i	nt	-4	i	-1	nt
> O=C(O)/C=C/C(=O)Nc1ccc(N2CCOCC2)nc1N1CCOCC1
    i	-2	i	i	i	i	i	4	i	-1	i
> Cc1cc(OCCCCN2C(=O)NC(C)(C)C2=O)cc(C)c1Cl
    i	-18	i	i	i	i	i	7	i	3	i
> Oc1ccc(/C=N/Nc2ccnc3cc(Cl)ccc23)c(O)c1
    i	-9	i	i	i	i	i	22	i	20	i
> CCOc1ccc2nc(/N=C/c3c(C)[nH]n(-c4ccccc4)c3=O)sc2c1
    55*	58*	i	i	i	i	i	0	i	-2	i
> O=C(Cc1ccc([N+](=O)[O-])cc1)NC(C(=O)O)C(O)c1cccc([N+](=O)[O-])c1 (stereo not given)
    i	1	i	i	i	i	i	-7	i	2	i
> S=c1nc(-c2ccco2)[nH][nH]1
    i	-6	i	i	i	i	i	5	i	-6	i
> Cn1c(C(=O)NN)cc2cc(Oc3ccccc3)ccc21
    i	-2	i	i	i	i	i	-1	i	nt	i
> Cc1nn(-c2cc(N3CCCCC3)ccc2N)c(=O)c2ccccc12
    i	-9	i	i	i	i	i	3	i	nt	i
> O=C(O)CN1c2cccc3cccc(c23)S1(=O)=O
    i	-5	i	i	i	i	i	-5	i	1	i
> O=C(c1ccc(NS(=O)(=O)c2cccc([N+](=O)[O-])c2)cc1)N1CCCCCC1
    i	-10	i	i	i	i	i	5	i	9	i
> Cc1ccc2oc(-c3ccc(C)c(NC(=O)Cc4cccs4)c3)nc2c1
    i	-6	i	i	i	i	i	0	i	-2	i
> Cc1ccc(CNC(=O)C2CC(=O)N(C3CCCCCC3)C2)cc1 (stereo not given)
    i	-8	i	i	i	i	i	-12	i	0	i
> O=C(N/C(=C\c1ccccc1)C(=O)N1CCOCC1)c1ccccc1Cl
    i	-12	i	i	i	i	i	nt	i	-3	i
> c1cnc(N2CCN(c3nc4ccccc4n4cnnc34)CC2)nc1
    i	-6	i	i	i	i	i	13	i	nt	i
> COc1cccc(NC(=O)N(Cc2ccco2)C(C)c2cccs2)c1 (stereo not given)
    i	-9	i	i	i	i	i	9	i	1	i

Single records (already shown). Values in the order: KCNQ1 pot	hERG rescue	KCNK9 inh	KCNQ1 inh	TMEM16A act	KCNK3 block	TRPC4 potent	HDAC3 inhib	ANO1 block	Dyrk1A ADPGlo	TRPC4 act
Cc1c(NC(=O)c2csc3c2CCCC3)c(=O)n(-c2ccccc2)n1C is entered as i	-3	i	i	i	i	i	-7	i	8	i
Oc1ccc(/C=N/Nc2ccnc3cc(Cl)ccc23)c(O)c1 is entered as i	-9	i	i	i	i	i	22	i	20	i

Back to the main list, repeating the 6 entries before the break.
Screens by letter: A = KCNQ1 pot; B = hERG rescue; C = KCNK9 inh; D = KCNQ1 inh; E = TMEM16A act; F = KCNK3 block; G = TRPC4 potent; H = HDAC3 inhib; I = ANO1 block; J = Dyrk1A ADPGlo; K = TRPC4 act
O=C(c1ccc(NS(=O)(=O)c2cccc([N+](=O)[O-])c2)cc1)N1CCCCCC1
  A = i	B = -10	C = i	D = i	E = i	F = i	G = i	H = 5	I = i	J = 9	K = i

Cc1ccc2oc(-c3ccc(C)c(NC(=O)Cc4cccs4)c3)nc2c1
  A = i	B = -6	C = i	D = i	E = i	F = i	G = i	H = 0	I = i	J = -2	K = i

Cc1ccc(CNC(=O)C2CC(=O)N(C3CCCCCC3)C2)cc1 (stereo not given)
  A = i	B = -8	C = i	D = i	E = i	F = i	G = i	H = -12	I = i	J = 0	K = i

O=C(N/C(=C\c1ccccc1)C(=O)N1CCOCC1)c1ccccc1Cl
  A = i	B = -12	C = i	D = i	E = i	F = i	G = i	H = nt	I = i	J = -3	K = i

c1cnc(N2CCN(c3nc4ccccc4n4cnnc34)CC2)nc1
  A = i	B = -6	C = i	D = i	E = i	F = i	G = i	H = 13	I = i	J = nt	K = i

COc1cccc(NC(=O)N(Cc2ccco2)C(C)c2cccs2)c1 (stereo not given)
  A = i	B = -9	C = i	D = i	E = i	F = i	G = i	H = 9	I = i	J = 1	K = i

CC(CNC(=O)CN1C(=O)CCSc2ccccc21)c1ccccc1 (stereo not given)
  A = i	B = 2	C = i	D = i	E = i	F = i	G = i	H = 3	I = i	J = 1	K = i

Cc1cc(=O)[nH]c(SCC(=O)c2ccccc2)c1C#N
  A = i	B = -2	C = i	D = i	E = i	F = i	G = i	H = 3	I = i	J = 10	K = i

CS(=O)(=O)N(CC(=O)NCc1ccco1)Cc1ccc(Cl)cc1
  A = i	B = -11	C = i	D = i	E = i	F = i	G = i	H = -1	I = i	J = -5	K = i

O=C1C=C(N2CCOCC2)c2ccccc2C1=O
  A = i	B = -5	C = i	D = i	E = i	F = i	G = i	H = 0	I = i	J = 56*	K = i

Cc1cc(C)n(CC(C)NCc2cn[nH]c2-c2ccc(C)c(C)c2)n1 (stereo not given)
  A = i	B = -6	C = i	D = i	E = i	F = i	G = i	H = -4	I = i	J = 7	K = i

CCNc1nc(N)nc(Oc2ccc(C(=O)OC)cc2)n1
  A = i	B = -5	C = i	D = i	E = i	F = i	G = i	H = 3	I = i	J = -1	K = i

O=C(CCn1[nH]c(=O)c2ccccc2c1=O)OC1CCCCC1
  A = i	B = -7	C = i	D = i	E = i	F = i	G = i	H = 3	I = i	J = -1	K = i

COC(=O)c1ccc(CO/N=C/c2ccccc2OC)cc1
  A = i	B = -4	C = i	D = i	E = i	F = i	G = i	H = 0	I = i	J = 5	K = i

OCC[C@@H]1C[C@@H](O)[C@H](O)[C@]2(OCCc3ccccc32)O1
  A = i	B = -7	C = i	D = i	E = i	F = i	G = i	H = 1	I = i	J = -27	K = i

Cc1nc(-c2ccc(NC(=O)CC(C)C)cc2)cs1
  A = i	B = -9	C = i	D = i	E = i	F = i	G = i	H = 2	I = i	J = -3	K = i

CCc1nnc(NC(=O)CCC(=O)N2CCN(Cc3ccccc3)CC2)s1
  A = i	B = 0	C = i	D = i	E = i	F = i	G = i	H = -4	I = i	J = -3	K = i

O=C(CN(CC1CCCO1)C(=O)CNS(=O)(=O)c1ccc(Cl)cc1)NC1CCCC1 (stereo not given)
  A = i	B = -5	C = i	D = i	E = i	F = i	G = i	H = -1	I = i	J = 3	K = i

C=CCOC(=O)/C(=C\c1ccccc1)NC(=O)c1ccco1
  A = i	B = -9	C = i	D = i	E = i	F = i	G = i	H = 3	I = i	J = -6	K = i

CC(C)CC(CO)N1CCN(C(=O)c2cccc(Cl)c2)CCC1=O (stereo not given)
  A = i	B = -7	C = i	D = i	E = i	F = i	G = i	H = -4	I = i	J = 9	K = i

O=C(CCC1CCCC1)Nc1nnc(-c2ccc3c(c2)OCO3)s1
  A = i	B = -8	C = i	D = i	E = i	F = i	G = i	H = 6	I = i	J = -3	K = i

Cc1nn(-c2ccc(C(=O)O)cc2)c(C)c1Cl
  A = i	B = -2	C = i	D = i	E = i	F = i	G = i	H = 8	I = i	J = 4	K = i

Cc1[nH]c(C)c(S(=O)(=O)NCc2ccc(F)cc2)c1C(=O)N1CCCCC1
  A = i	B = -7	C = i	D = i	E = i	F = i	G = i	H = 10	I = i	J = 0	K = i

N#Cc1c(N)nc2c(c1N)CC(CO)O2 (stereo not given)
  A = i	B = -2	C = i	D = i	E = i	F = i	G = i	H = -3	I = i	J = -2	K = i

COC(=O)[C@@]1(Cc2ccc(OC)cc2)[C@H]2c3cc(C(=O)N4CCCC4)n(C[C@H](O)CO)c3C[C@H]2CN1C(=O)c1ccccc1
  A = i	B = -4	C = i	D = i	E = nt	F = nt	G = i	H = 3	I = i	J = nt	K = i
